Screening data as filed in PubChem.
USP30 inh: inhibitors of human USP30 deubiquitinase. Q70CQ3. purified USP30, Ub-rhodamine cleavage fluorescence. inhibition, % at 25 µM. actives 5.3% (n = 47,000)
Target sequence (Q70CQ3 whole entry, looked up): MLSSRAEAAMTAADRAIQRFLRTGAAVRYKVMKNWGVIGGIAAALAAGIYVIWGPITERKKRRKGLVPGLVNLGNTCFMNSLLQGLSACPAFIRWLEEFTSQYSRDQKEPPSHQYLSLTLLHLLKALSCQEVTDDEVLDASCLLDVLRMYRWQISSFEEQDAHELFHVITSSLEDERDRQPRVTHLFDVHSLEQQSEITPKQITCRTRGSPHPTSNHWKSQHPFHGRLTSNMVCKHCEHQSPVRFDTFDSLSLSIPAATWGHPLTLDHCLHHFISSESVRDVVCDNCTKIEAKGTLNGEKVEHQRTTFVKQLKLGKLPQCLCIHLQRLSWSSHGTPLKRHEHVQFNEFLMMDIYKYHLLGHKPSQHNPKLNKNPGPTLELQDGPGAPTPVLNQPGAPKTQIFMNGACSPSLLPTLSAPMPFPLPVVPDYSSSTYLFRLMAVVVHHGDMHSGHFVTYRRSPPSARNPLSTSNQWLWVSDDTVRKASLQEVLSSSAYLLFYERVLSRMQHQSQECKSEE
USP17 inh: human USP17-like deubiquitinase inhibition; purified USP17, Ub-rhodamine cleavage fluorescence, 3 h; inhibition, % at 50 µM; actives 6.5% (n = 47,000)
USP7 inh: blocks human USP7 ubiquitin-rhodamine cleavage | Q93009 | purified USP7, Ub-rhodamine cleavage fluorescence | inhibition, % at 20 µM | actives 0.3% (n = 47,000) | AID 1645854
USP28 block: blocks human USP28 ubiquitin-rhodamine cleavage; actives 3% (n = 47,000); Q96RU2; purified USP28, Ub-rhodamine cleavage fluorescence, 30 min; inhibition, % at 25 µM
USP8 inh: blocks human USP8 ubiquitin-rhodamine cleavage. P40818. purified USP8, Ub-rhodamine cleavage fluorescence, 30 min. inhibition, % at 20 µM. actives 4.2% (n = 47,000). AID 1645853
OTUD3 block: blocks human OTUD3 ubiquitin-rhodamine cleavage. Q5T2D3. purified OTUD3, Ub-rhodamine fluorescence, 2 h. inhibition, % at 25 µM. actives 0.7% (n = 47,000)
Target sequence (Q5T2D3 whole entry, looked up): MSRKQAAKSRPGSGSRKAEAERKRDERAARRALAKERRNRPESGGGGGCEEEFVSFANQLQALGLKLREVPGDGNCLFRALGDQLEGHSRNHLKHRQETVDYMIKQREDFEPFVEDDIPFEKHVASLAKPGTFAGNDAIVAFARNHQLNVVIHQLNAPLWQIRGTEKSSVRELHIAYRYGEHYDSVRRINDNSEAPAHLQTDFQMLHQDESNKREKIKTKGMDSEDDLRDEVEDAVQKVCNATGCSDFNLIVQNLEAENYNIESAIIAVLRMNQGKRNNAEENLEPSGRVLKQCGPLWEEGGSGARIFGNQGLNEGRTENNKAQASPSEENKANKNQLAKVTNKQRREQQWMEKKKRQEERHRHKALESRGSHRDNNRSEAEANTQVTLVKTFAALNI
USP10 inh: blocks human USP10 ubiquitin-rhodamine cleavage; inhibition, % at 20 µM; actives 1.1% (n = 47,000); Q14694; purified USP10, Ub-rhodamine fluorescence, 60 min
UCHL1 block: inhibitors of human UCHL1 deubiquitinase; P09936; purified UCHL1, Ub-rhodamine cleavage fluorescence; inhibition, % at 20 µM; actives 0.2% (n = 47,000)
* = called active by the depositor. Rule as the data show it: active = inhibition above about 30%; inactive = the rest.

CCc1nc(=O)c2ccccc2n1C1=CCN(Cc2cn(C)nc2C)CC1 was read as USP30 inh -21, USP17 inh 5, USP7 inh 7, USP28 block 0, USP8 inh 11, OTUD3 block 0, USP10 inh -1 and UCHL1 block 2.
CCCc1cc(-c2cc(=O)n3[nH]c(C)c(CC)c3n2)no1 was read as USP30 inh 1, USP17 inh -3, USP7 inh -14, USP28 block 6, USP8 inh -164, OTUD3 block 10, USP10 inh -4 and UCHL1 block -16.
For Cc1ccc(OCC(=O)Nc2cccc(-c3nc4ncccc4o3)c2)c(C)c1 the results were USP30 inh 59*, USP17 inh 20, USP7 inh 7, USP28 block 16, USP8 inh 0, OTUD3 block 1, USP10 inh 0 and UCHL1 block 1.
For Cc1cc(C(=O)COC(=O)c2ccc[nH]c2=O)c(C)n1-c1ccc2c(c1)OCO2 the results were USP30 inh -30, USP17 inh 67*, USP7 inh -13, USP28 block 0, USP8 inh 30*, OTUD3 block -6, USP10 inh 3 and UCHL1 block 0.
CC1CCN(C(=O)c2cccc(-c3cnc(NC4CCCCC4)nc3)c2)CC1 was read as USP30 inh -2, USP17 inh -3, USP7 inh 2, USP28 block -6, USP8 inh -16, OTUD3 block -15, USP10 inh 6 and UCHL1 block 0.
`CC(C)CCN1CCCn2nnc(COc3cccnc3)c2C1` gave USP30 inh 14, USP17 inh 0, USP7 inh 3, USP28 block 3, USP8 inh -2, OTUD3 block 7, USP10 inh 0 and UCHL1 block 5.
For Cc1csc(-c2cc(S(=O)(=O)NCc3ccc4c(c3)OCO4)c(C)n2C)n1 the results were USP30 inh 6, USP17 inh 11, USP7 inh 4, USP28 block 3, USP8 inh -2, OTUD3 block -8, USP10 inh 5 and UCHL1 block -1.
For Cc1ccc(CN2CC[C@@H]3[C@@H](CO[C@H]3CNS(C)(=O)=O)C2)o1 the results were USP30 inh -2, USP17 inh -7, USP7 inh 0, USP28 block -2, USP8 inh -51, OTUD3 block -1, USP10 inh 0 and UCHL1 block -2.
C[C@H]1[C@H]2C[C@]3(C)CCC([C@H](C)CO)=C3C/C=C(/C=O)[C@@H]2C(=O)[C@H]1O was read as USP30 inh -5, USP17 inh -16, USP7 inh 2, USP28 block -11, USP8 inh -3, OTUD3 block -16, USP10 inh -3 and UCHL1 block -4.
For O=C(c1noc2ncnc(N3CCCC3)c12)N1CCC(c2ccccc2)C1 (stereo not given) the results were USP30 inh 21, USP17 inh 10, USP7 inh -21, USP28 block 15, USP8 inh 8, OTUD3 block 2, USP10 inh 1 and UCHL1 block 4.
`CCc1nc2c(c(C(=O)NCCCn3cccn3)n1)OCCO2` gave USP30 inh 22, USP17 inh 5, USP7 inh 4, USP28 block 3, USP8 inh 20, OTUD3 block 5, USP10 inh 4 and UCHL1 block 0.
`COc1ccc(C2NC(=O)NC(C)=C2C(=O)OCC2CCCCC2)cc1OC` (stereo not given) gave USP30 inh 4, USP17 inh -14, USP7 inh -28, USP28 block -6, USP8 inh -9, OTUD3 block -13, USP10 inh 8 and UCHL1 block -3.
For O=C(c1noc2c1CCCC2)N1CCN(c2ccccn2)CC1 the results were USP30 inh -1, USP17 inh -7, USP7 inh -1, USP28 block -9, USP8 inh -4, OTUD3 block -6, USP10 inh 1 and UCHL1 block -1.
Screening CC1(C)Oc2ccccc2[C@H]2OCC3(CCN(C(=O)c4ccc5ncccc5c4)CC3)C[C@@H]21 returned USP30 inh inactive, USP17 inh -181, USP7 inh -56, USP28 block -202, USP8 inh -134, OTUD3 block -165, USP10 inh -12 and UCHL1 block -59.
Cc1ccc(S(=O)(=O)N2CCC(OCc3nc(C)no3)CC2)cc1 was read as USP30 inh 8, USP17 inh 1, USP7 inh 1, USP28 block -3, USP8 inh -3, OTUD3 block 0, USP10 inh 0 and UCHL1 block 1.
Cc1nn(-c2ccccc2)c(C)c1S(=O)(=O)N1CCN(C)CC1 was read as USP17 inh 21, USP7 inh 1, USP8 inh -2, OTUD3 block 9, USP10 inh -1 and UCHL1 block 2.
Screening O=C(COc1ccccc1C(=O)Nc1ccc2c(c1)OCO2)Nc1ccc(Br)cc1 returned USP30 inh 24, USP17 inh 17, USP7 inh 2, USP28 block 13, USP8 inh -1, OTUD3 block 4, USP10 inh 11 and UCHL1 block -2.
Screening O=C(Cn1cccc(S(=O)(=O)N2CCCCCC2)c1=O)NCC1CCCO1 (stereo not given) returned USP30 inh -20, USP17 inh 0, USP7 inh -3, USP28 block -2, USP8 inh 16, OTUD3 block -4, USP10 inh -6 and UCHL1 block -2.
For Cc1ccc(S(=O)(=O)c2cn(CC(=O)Nc3ccccc3)c3nc(C)ccc3c2=O)cc1 the results were USP30 inh -89, USP17 inh -16, USP7 inh 1, USP28 block -12, USP8 inh 11, OTUD3 block -18, USP10 inh -2 and UCHL1 block -6.
Screening CC(C)c1nccn1CCC(=O)N1CCNCC1c1ccccc1 (stereo not given) returned USP30 inh -5, USP17 inh -20, USP7 inh 0, USP28 block -17, USP8 inh -3, OTUD3 block -4, USP10 inh -5 and UCHL1 block -3.

Ordered by count of non-hydrogen atoms (low to high): some entries from above
For Cc1csc(-c2cc(S(=O)(=O)NCc3ccc4c(c3)OCO4)c(C)n2C)n1 the results were USP30 inh 6, USP17 inh 11, USP7 inh 4, USP28 block 3, USP8 inh -2, OTUD3 block -8, USP10 inh 5 and UCHL1 block -1.
Screening O=C(COc1ccccc1C(=O)Nc1ccc2c(c1)OCO2)Nc1ccc(Br)cc1 returned USP30 inh 24, USP17 inh 17, USP7 inh 2, USP28 block 13, USP8 inh -1, OTUD3 block 4, USP10 inh 11 and UCHL1 block -2.
For Cc1ccc(S(=O)(=O)c2cn(CC(=O)Nc3ccccc3)c3nc(C)ccc3c2=O)cc1 the results were USP30 inh -89, USP17 inh -16, USP7 inh 1, USP28 block -12, USP8 inh 11, OTUD3 block -18, USP10 inh -2 and UCHL1 block -6.
Screening CC1(C)Oc2ccccc2[C@H]2OCC3(CCN(C(=O)c4ccc5ncccc5c4)CC3)C[C@@H]21 returned USP30 inh inactive, USP17 inh -181, USP7 inh -56, USP28 block -202, USP8 inh -134, OTUD3 block -165, USP10 inh -12 and UCHL1 block -59.

Next results:
For O=C1CC(c2ccccc2)CC(=O)N1c1ccc(F)c(F)c1 the results were USP30 inh -14, USP17 inh 0, USP7 inh -18, USP28 block -5, USP8 inh -10, OTUD3 block -12, USP10 inh 0 and UCHL1 block -1.
Cc1ccc(NC(=O)C2Nc3ccccc3S(=O)(=O)N2)cc1C (stereo not given) was read as USP17 inh 66*, USP7 inh 4, USP8 inh 0, OTUD3 block 2, USP10 inh 0 and UCHL1 block 0.
Cc1ccccc1CSCC(=O)Nc1ccc2[nH]c(=O)[nH]c2c1 was read as USP30 inh 42*, USP17 inh 45*, USP7 inh 6, USP28 block 32*, USP8 inh 0, OTUD3 block 0, USP10 inh 10 and UCHL1 block 0.
Screening C=CC[C@@H]1/C=C(\C)C[C@H](C)C[C@H](OC)[C@H]2O[C@@](O)(C(=O)C(=O)N3CCCC[C@H]3C(=O)O[C@H](/C(C)=C/[C@@H]3CC[C@@H](O)[C@H](OC)C3)[C@H](C)[C@@H](O)CC1=O)[C@H](C)C[C@@H]2OC returned USP30 inh -31, USP17 inh -27, USP7 inh 9, USP28 block -27, USP8 inh 10, OTUD3 block -23, USP10 inh 1 and UCHL1 block 4.
Screening O=C(NC1CCC1)[C@H]1C[C@@H]2CN(S(=O)(=O)c3ccccc3)C[C@H]1O2 returned USP30 inh 6, USP17 inh -28, USP7 inh 0, USP28 block -1, USP8 inh -194, OTUD3 block 5, USP10 inh -2 and UCHL1 block 0.
For CCN1C(=O)C2(CCN(CC(C)C)CC2)CC12CCN(C(=O)c1ccc(Cl)cc1)CC2 the results were USP30 inh -15, USP17 inh -18, USP7 inh 0, USP28 block -4, USP8 inh -19, OTUD3 block 0, USP10 inh -7 and UCHL1 block -1.
Screening COc1cc2c(c(OC)c1OC)-c1ccc(NCCc3cccc(F)c3)c(=O)cc1[C@@H](NC(C)=O)CC2 returned USP30 inh -80, USP17 inh -20, USP7 inh -24, USP28 block -12, USP8 inh -19, OTUD3 block -19, USP10 inh -7 and UCHL1 block -28.
Screening COc1ccc(N(C(=O)Nc2ccccc2OC)C2=NCCC2)cc1 returned USP30 inh 12, USP17 inh -3, USP7 inh 5, USP28 block -6, USP8 inh -4, OTUD3 block 0, USP10 inh 4 and UCHL1 block 5.
Screening CCOc1ccc(Nc2cc(C(=O)NCCc3ccccc3)c3ccccc3n2)cc1 returned USP30 inh 12, USP17 inh 56*, USP7 inh 6, USP28 block -10, USP8 inh -1, OTUD3 block -4, USP10 inh 15 and UCHL1 block -2.
O=C(NCc1ccc2c(c1)CCO2)c1ccc2nsnc2c1 was read as USP30 inh 0, USP17 inh 2, USP7 inh -4, USP28 block 29, USP8 inh -88, OTUD3 block 14, USP10 inh -2 and UCHL1 block 1.
For CCOC(=O)N1CCN(S(=O)(=O)c2cc(C(=O)Nc3ccc(F)c(F)c3)ccc2F)CC1 the results were USP30 inh 2, USP17 inh 1, USP7 inh 1, USP28 block 2, USP8 inh 7, OTUD3 block 8, USP10 inh 5 and UCHL1 block 2.
CCc1ccccc1C(=O)N1CCN(C2CCN(Cc3ccc4nonc4c3)CC2)C(=O)C1 was read as USP30 inh 10, USP17 inh -1, USP7 inh 4, USP28 block 4, USP8 inh 12, OTUD3 block 7, USP10 inh -2 and UCHL1 block 0.
CC1Cc2cc(S(=O)(=O)NCCN3CCCCCC3)ccc2N1C(=O)C1CC1 (stereo not given) was read as USP30 inh 5, USP17 inh 2, USP7 inh -2, USP28 block 39*, USP8 inh -2, OTUD3 block -3, USP10 inh -1 and UCHL1 block -1.
O=C(Cn1c(-c2nc(-c3ccccc3)no2)cccc1=O)N1CCCC1 was read as USP30 inh 7, USP17 inh 0, USP7 inh -6, USP28 block 3, USP8 inh 3, OTUD3 block 0, USP10 inh 4 and UCHL1 block 0.
CCCCCCCCCC(OC(=O)C(CCCCN(O)C=O)NC(=O)c1nc(-c2ccccc2O)oc1C)C(C)(C)C(=O)NC1CCCCN(O)C1=O (stereo not given) was read as USP30 inh 0, USP17 inh 2, USP7 inh 22, USP28 block 3, USP8 inh 18, OTUD3 block -6, USP10 inh 16 and UCHL1 block 16.
Screening Cc1ccc(O)c(NC(=O)CCCn2nc([N+](=O)[O-])cc2C)c1 returned USP30 inh -55, USP17 inh -55, USP7 inh -17, USP28 block -24, USP8 inh -86, OTUD3 block -6, USP10 inh -9 and UCHL1 block -18.
`Cc1nc(SCc2cccc(Cl)c2)c2c(=O)n(C)c(=O)n(C)c2n1` gave USP30 inh 3, USP17 inh 6, USP7 inh -2, USP28 block -5, USP8 inh -26, OTUD3 block -8, USP10 inh 0 and UCHL1 block -7.
`COC(=O)c1c(C(=O)OC)c(-c2ccccc2)n(C)c1-c1ccccc1` gave USP30 inh 21, USP17 inh 19, USP7 inh -27, USP28 block 27, USP8 inh 8, OTUD3 block 11, USP10 inh 3 and UCHL1 block 1.
`Cc1ccc(-n2c3c(c(=O)[nH]c2=O)CN(CCc2ccccc2)CN3)cc1` gave USP30 inh 14, USP17 inh 1, USP7 inh 0, USP28 block 4, USP8 inh 0, OTUD3 block 6, USP10 inh 4 and UCHL1 block 1.
Screening Cc1ccc2[nH]c(=O)c(CN(CC3COCCO3)C(=O)Nc3ccccc3F)cc2c1 (stereo not given) returned USP30 inh 37*, USP17 inh 13, USP7 inh 0, USP28 block 7, USP8 inh 18, OTUD3 block 19, USP10 inh 0 and UCHL1 block 2.
`Cc1ccc2nnc(-c3ccccc3)c(C(=O)N3CCN(c4ccccn4)CC3)c2c1` gave USP30 inh 5, USP17 inh 50*, USP7 inh -7, USP28 block 2, USP8 inh -3, OTUD3 block 1, USP10 inh -1 and UCHL1 block 2.
For O=C(NC1CCS(=O)(=O)C1)c1ccc(N2CCC(Cc3ccccc3)CC2)nn1 (stereo not given) the results were USP30 inh 23, USP17 inh 53*, USP7 inh -4, USP28 block 5, USP8 inh 0, OTUD3 block 2, USP10 inh 5 and UCHL1 block 0.
For CCN(CCCNC(=O)c1sc2nc(C)cc(C)c2c1-n1cccc1)c1cccc(C)c1 the results were USP30 inh 16, USP17 inh 1, USP7 inh 7, USP28 block 0, USP8 inh 0, OTUD3 block 5, USP10 inh 0 and UCHL1 block 0.
For O=C(COc1ccc(Cl)cc1)Oc1ccc(-n2cnnn2)cc1 the results were USP30 inh 16, USP17 inh -1, USP7 inh -10, USP28 block 5, USP8 inh 0, OTUD3 block 0, USP10 inh 2 and UCHL1 block 3.
For Cc1nccc([C@@H]2CN(C(=O)c3ccc(=O)n(C)c3)C[C@H]2c2ccccc2)n1 the results were USP30 inh 5, USP17 inh 1, USP7 inh 2, USP28 block 1, USP8 inh 11, OTUD3 block 1, USP10 inh 3 and UCHL1 block -1.
For O=S(=O)(c1ccc(Br)cc1)N1CCC(N2CCOCC2)CC1 the results were USP30 inh 9, USP17 inh -3, USP7 inh -2, USP28 block -3, USP8 inh -2, OTUD3 block 1, USP10 inh 3 and UCHL1 block -2.
O=C(Nc1nnc(-c2ccc(Br)cc2)o1)C(c1ccccc1)c1ccccc1 was read as USP30 inh 17, USP17 inh 6, USP7 inh 8, USP28 block 12, USP8 inh 13, OTUD3 block 12, USP10 inh 17 and UCHL1 block 1.
